# Source: PubChem BioAssay (several laboratories)
# AP ELISA ortho = alternative complement pathway inhibitors, primary screen, biochemical, ELISA, human serum, orthogonally pooled compounds | LPS-coated ELISA, C3 deposition; tested in compound mixtures | inhibition, % at 5 µM | 62,000 compounds, 0.08% hits;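 active = inhibition above 30% in each of the two pooled mixtures holding the compound, so the lower value exceeds 30%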;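 note: 0% = serum in Mg-EGTA without compound and 100% = EDTA serum blank; some compounds past the cut are filed as inactive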
#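 Assay system: Human serum alternative complement pathway, C3 deposition on LPS-coated wells | Incubation: 1 h serum-compound exposure at 37 °C | Doses: 5 µM per compound in ten-compound mixtures | Read-out: Percent inhibition | Technique: ELISA with HRP anti-human C3 antibody, TMB substrate, absorbance 450 nm | Replication: Two pool placements per compound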
# CatS block = inhibitors of human cathepsin S, biochemical, compound mixtures. P25774. recombinant cathepsin S, AMC dipeptide fluorescence, pooled mixtures. inhibition, %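 (tested at 5 µM per compound within 10-compound mixtures)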. 62,000 compounds, 0.06% hits. AID 501, 2006; in the data active = inhibition above about 32%, passing the limit was not always enough;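 note: 0% = enzyme without compound and 100% = blank without enzyme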
# Target sequence (P25774 115-331 limits assumed): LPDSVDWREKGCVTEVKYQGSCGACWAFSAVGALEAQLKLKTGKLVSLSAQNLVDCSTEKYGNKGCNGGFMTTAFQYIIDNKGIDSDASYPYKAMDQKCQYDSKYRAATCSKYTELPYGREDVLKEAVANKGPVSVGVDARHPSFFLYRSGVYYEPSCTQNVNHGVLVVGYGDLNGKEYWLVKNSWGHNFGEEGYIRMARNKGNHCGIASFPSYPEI
# Ec RNAP inh = E. coli RNAP inhibitors, biochemical; AID 559, 2006; 62,000 compounds, 0.2% hits; E. coli RNA polymerase, fluorescence transcription assay; inhibition, %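 (tested at 10 µM)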; in the data active = inhibition above about 20%;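 note: 0% = enzyme without compound and 100% = no enzyme blank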
# PKA inh = inhibitors of human PKA kinase activity, primary screen, biochemical, ATP-depletion luminescence, Kemptide substrate; cAMP-dependent protein kinase catalytic subunit alpha (Homo sapiens), P17612; PKA Kemptide phosphorylation, Kinase-Glo ATP luminescence; inhibition, % at 6 µM; 65,000 compounds, 0.1% hits; AID 524, 2006;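 active = inhibition above the screen-wide mean inhibition plus 3 SD, cut at about 21% in these data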; note: many of its hits are not listed in these tables
# RORa activator = activators of orphan receptor RORA, primary screen, cell-based, luminescence; activation, % at 10 µM; AID 560, 2006; 65,000 compounds, 1.5% hits; CHO-K1 Gal4-RORA LBD luciferase reporter; percent increase over mock-subtracted basal signal; Nuclear receptor ROR-alpha (Homo sapiens), P35398;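 active = activation above the mean of all tested compounds plus 3 SD, cut at about 49% in these data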;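 note: 0% = DMSO-treated RORA cells and 100% = added signal equal to DMSO minus mock-transfected cells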
# ROCK2 inh = inhibitors of human ROCK2 kinase, primary screen, biochemical, high-throughput, luminescence | Rho-associated protein kinase 2 (Homo sapiens), O75116 | purified ROCK2, Kinase-Glo ATP depletion luminescence | inhibition, % at 6 µM | 60,000 compounds, 0.35% hits | AID 604, 2007;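 active = inhibition above the screen-wide mean inhibition plus 3 SD, cut at about 18% in these data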;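 note: plate controls were DMSO wells for no effect and Y-27632 control wells after no-enzyme background subtraction for full effect; many of its hits are not listed in these tables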
# CatB block = human cathepsin B inhibitors, primary screen, biochemical, fluorogenic substrate; P07858; purified cathepsin B, fluorescence; inhibition, %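 (tested at 10 µM)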; 63,000 compounds, 0.1% hits; AID 453, 2006; in the data active = inhibition above about 21%;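 note: 0% = enzyme with no compound and 100% = no enzyme blank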
# CatB mix inh = cathepsin B inhibitors from pooled compounds, primary screen, biochemical, compound mixtures, AMC fluorescence. inhibition, %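 (ten-compound pools at 5 µM per compound and 50 µM total)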. 62,000 compounds, 0.06% hits. Purified cathepsin B, AMC dipeptide fluorescence; in the data active = inhibition above about 22%, passing the limit was not always enough;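 note: 0% = enzyme without compound and 100% = no enzyme blank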
# JNK3 inh = JNK3 kinase activity inhibitors, primary screen, biochemical, human, purified enzyme; 60,000 compounds, 0.61% hits; Mitogen-activated protein kinase 10 (Homo sapiens), P53779; inhibition, % at 8 µM; AID 746, 2007; HTS; in the data active = inhibition above about 17%;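 note: 0% = DMSO and 100% = reference inhibitor; many of its hits are not listed in these tables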
# Target sequence (P53779 whole entry, looked up): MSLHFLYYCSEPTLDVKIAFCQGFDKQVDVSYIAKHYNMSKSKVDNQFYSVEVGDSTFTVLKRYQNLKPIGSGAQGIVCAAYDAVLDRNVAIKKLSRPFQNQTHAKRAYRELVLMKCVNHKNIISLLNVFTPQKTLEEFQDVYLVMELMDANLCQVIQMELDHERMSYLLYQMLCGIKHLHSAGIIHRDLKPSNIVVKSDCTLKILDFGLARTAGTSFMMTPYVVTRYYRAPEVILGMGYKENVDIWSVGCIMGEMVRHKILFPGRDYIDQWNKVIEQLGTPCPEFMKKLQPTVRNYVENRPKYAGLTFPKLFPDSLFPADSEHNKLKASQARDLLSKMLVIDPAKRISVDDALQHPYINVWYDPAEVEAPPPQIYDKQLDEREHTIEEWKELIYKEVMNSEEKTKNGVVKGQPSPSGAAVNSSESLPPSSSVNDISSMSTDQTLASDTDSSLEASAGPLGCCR
# An asterisk follows results filed as active; / = not tested or not shown. Not all compounds are listed; rates above refer to the full screens.
# Preview, three compounds:
no.	molecule	AP ELISA ortho	CatS block	Ec RNAP inh	PKA inh	RORa activator
1	COc1cc2[nH]c3c(N4CCN(c5ccc(Cl)cc5)CC4)ncnc3c2cc1OC	18	-3	-4	-1	27
2	CN(C)S(=O)(=O)N(CC(=O)N1CCOCC1)c1ccccc1	/	/	/	5	10
3	COc1cccc2cc(-c3nc(-c4cccs4)cs3)c(=O)oc12	17	8	-1	4	55*

no.	ROCK2 inh	CatB block	CatB mix inh	JNK3 inh
1	-3	-6	-4	-2
2	5	/	/	0
3	0	0	5	-2

# This part in full (from the top)
no.	molecule	AP ELISA ortho	CatS block	Ec RNAP inh	PKA inh	RORa activator
1	COc1cc2[nH]c3c(N4CCN(c5ccc(Cl)cc5)CC4)ncnc3c2cc1OC	18	-3	-4	-1	27
2	CN(C)S(=O)(=O)N(CC(=O)N1CCOCC1)c1ccccc1	/	/	/	5	10
3	COc1cccc2cc(-c3nc(-c4cccs4)cs3)c(=O)oc12	17	8	-1	4	55*
4	CCCCn1c(Cl)nc2c1c(=O)n(C)c(=O)n2C	29	-5	7	4	-7
5	O=C(O)c1ccc2c(c1)N(Cc1ccccc1)C(=O)c1ccccc1S2=O (stereo not given)	8	4	6	0	-15
6	NC(=O)CSc1nc2ccccc2n1Cc1ccccc1F	0	10	10	8	-14
7	O=C(CSc1nc(-c2ccncc2)nn1CC(=O)N1CCCCC1)NC1CCCC1	18	-4	7	8	-3
8	O=C(COc1ccc2ccccc2c1Br)N1CCN(c2ccccn2)CC1	10	4	1	7	12
9	CC1CCN(CC(C)OC(=O)c2ccc3c(c2)OCCO3)CC1 (stereo not given)	14	-2	5	8	2
10	COC(=O)COc1nc(C)c2c(c1C#N)CC(C)(C)OC2	-13	-3	3	0	3
11	Cc1nnc2n(-c3ccccc3)c(=O)c3c4c(sc3n12)CC(C)CC4 (stereo not given)	/	/	1	0	-21
12	O=C(Nc1ccccc1)N(Cc1cccs1)C1CCCC1	16	-1	7	9	-15
13	C=CCn1c(SCC(=O)OCc2ccccc2)nc2c1c(=O)n(C)c(=O)n2C	0	11	11	-3	0
14	COc1ccc(C(O)c2nccn2Cc2ccccc2)cc1 (stereo not given)	16	-3	2	5	-4
15	Cc1cc(Nc2ccc(F)cc2F)n2nc(C)nc2n1	2	-5	0	8	2

no.	ROCK2 inh	CatB block	CatB mix inh	JNK3 inh
1	-3	-6	-4	-2
2	5	/	/	0
3	0	0	5	-2
4	5	2	0	4
5	2	-2	0	2
6	7	2	0	-1
7	/	1	1	/
8	-2	-5	1	-1
9	2	1	-1	3
10	7	0	1	2
11	1	2	/	-1
12	5	2	1	-2
13	-3	1	2	5
14	2	2	0	10
15	5	-4	-7	-1

# Carrying on.
no.	molecule	AP ELISA ortho	CatS block	Ec RNAP inh	PKA inh	RORa activator
16	O=C(Nn1nnnc1Nc1ccccc1)C12CC3CC(CC(C3)C1)C2	9	-2	2	3	4
17	CN(C)C(=O)N1CCC(C(=O)NCc2ccccc2Cl)CC1	3	6	8	-2	-16
18	CC(=O)c1ccc(Cc2cnc(N)s2)cc1	4	15	10	3	-4
19	COc1ccc(CCNC(=O)c2[nH]c(C)c(C(C)=O)c2C)cc1OC	12	-24	3	-4	-14
20	O=C(CN1CCN(S(=O)(=O)c2ccc(Br)cc2)CC1)Nc1ccc2c(c1)OCO2	3	21	1	-2	16
21	O=C1C(C=NCc2ccco2)=C(O)c2ccccc21	7	-1	5	7	40
22	COc1ccccc1-c1cc(C(F)(F)F)nc(NCc2ccco2)n1	6	-4	3	-5	4
23	CCOC(=O)c1cc2n(n1)C(C(F)(F)C(F)(F)F)CC(C)N2 (stereo not given)	9	3	0	0	-12
24	COc1ccc(C/C(N)=N/n2cnnc2)cc1	11	-2	10	6	19
25	Cn1c(=O)c(=O)n(C)c2cc(S(=O)(=O)N3CCN(c4cccc(C(F)(F)F)c4)CC3)ccc21	8	-3	0	6	-29
26	Cc1ccccc1OCCn1nc(C(=O)O)c2ccccc2c1=O	1	7	9	-1	-16
27	Cc1ccc(-c2nc(CS(=O)CC(=O)NC3CCC(C)CC3)c(C)o2)cc1 (stereo not given)	24	-1	5	-1	7
28	Nc1nonc1C(=O)NCCNC(=O)c1cccs1	14	-9	4	-1	-6
29	O=C(NCCCN1CCCCCC1)c1ccc(N2CCCC2=O)cc1	-9	9	10	-3	-17
30	Cc1ccc2occ(C(c3nnnn3Cc3ccccc3)N3CCOCC3)c(=O)c2c1 (stereo not given)	10	-2	3	5	8

no.	ROCK2 inh	CatB block	CatB mix inh	JNK3 inh
16	/	-1	10	/
17	3	0	-1	-1
18	6	1	5	-5
19	-1	1	5	2
20	0	5	0	5
21	6	3	2	8
22	/	0	16	/
23	2	2	2	2
24	6	3	6	1
25	8	5	3	-4
26	-2	5	7	0
27	-2	-4	4	-1
28	4	2	3	0
29	/	5	3	/
30	5	1	1	3

# Following part:
no.	molecule	AP ELISA ortho	CatS block	Ec RNAP inh	PKA inh	RORa activator
31	Cc1cc(C)c2nc(C(F)(F)F)nc(N3CC(C)OC(C)C3)c2c1 (stereo not given)	5	-7	11	1	-6
32	O=P(O)(CP(=O)(c1ccccc1)c1ccccc1)c1ccccc1	2	-9	4	10	-10
33	O=C(COc1ccccc1)NCc1nnc(SCC(=O)Nc2nccs2)n1-c1ccccc1	15	-16	-6	7	15
34	CCOc1ccc(CN2C(=O)c3ccccc3C2C(=O)NCc2cccnc2)cc1 (stereo not given)	16	4	7	4	-3
35	Cc1ccc(CCNC(=O)C2CCCN2S(=O)(=O)c2ccc3c(c2)CCC(=O)N3)cc1 (stereo not given)	11	-9	5	5	-15
36	CN1CCc2c(sc3c2c(=O)n(-c2ccccc2)c2nnc(SCc4ccccc4)n32)C1	6	-10	13	1	-5
37	CC(C)n1c(CCCO)nc2ccccc21	8	-2	7	-6	0
38	Cc1ccc(C(=O)Nc2nc(COc3ccccc3)cs2)s1	-5	9	6	3	19
39	COC(=O)C1CCN(c2nc3ccccc3nc2C(C#N)C(=O)OCC(C)C)CC1 (stereo not given)	16	-7	4	1	-1
40	O=C(Cn1c(=O)[nH]c2ccsc2c1=O)N1CCN(c2ccc(F)cc2)CC1	3	6	8	-4	-12
41	CCCCc1ccc(NC(=O)COCC)cc1	11	-13	8	4	25
42	CCOC(=O)c1c(N)sc2c1CCC1C(=O)N(C3CCCCC3)C(=O)C21 (stereo not given)	/	/	7	5	-4
43	CCn1c(SCC(=O)Nc2ccccc2C(=O)OC)nnc1-c1ccoc1C	17	-4	10	-1	3
44	CCOC(=O)N1CCN(C(=O)c2ccc(CNS(=O)(=O)c3ccc(C)cc3)cc2)CC1	4	24	5	1	-9
45	Cc1cc(Nc2ccc(C)c(Br)c2)n2nc(C)nc2n1	15	-1	12	5	-23

no.	ROCK2 inh	CatB block	CatB mix inh	JNK3 inh
31	1	5	3	4
32	6	3	1	-5
33	5	-1	1	1
34	6	5	-8	1
35	0	2	4	3
36	6	0	-1	8
37	-2	4	1	-1
38	3	9	5	-2
39	8	4	1	-2
40	/	0	-9	/
41	/	2	4	/
42	7	-3	/	-3
43	2	6	5	-2
44	1	2	6	3
45	3	10	3	-2

# The listing continues.
no.	molecule	AP ELISA ortho	CatS block	Ec RNAP inh	PKA inh	RORa activator
46	Cc1ccc(S(=O)(=O)CCC(=O)Nc2ccc3c(c2)OCO3)cc1	3	2	8	6	-4
47	COc1ccc(Cc2nn3c(Cn4nnc5ccccc54)nnc3s2)cc1	5	17	10	-8	-1
48	CCOc1ccc(N(CC(=O)NCc2ccco2)S(=O)(=O)c2ccc(OC)c(OC)c2)cc1	9	-5	2	-4	-8
49	CC(=O)N1CCc2cc(S(=O)(=O)NCCC(=O)N3CCc4ccccc4C3)ccc21	-5	6	9	6	-8
50	CCOc1cccc2cc(-c3nnc(-c4ccccc4)o3)c(=O)oc12	16	0	3	-1	38
51	CCOc1ccc(-c2cc(CCCC(=O)Nc3cccc(OC)c3)no2)cc1	5	4	3	3	-45
52	Cc1cc(C(=O)OCC(=O)NCc2ccco2)c(C)n1-c1ccccc1	16	-5	2	0	61*
53	Cc1ccc(S(=O)(=O)NCCCNS(C)(=O)=O)cc1	14	-5	5	2	-5
54	COc1ccc(CCN2C(=O)CCC2(C)C(=O)NCc2cccnc2)cc1OC (stereo not given)	12	-6	10	4	-9
55	CCOc1ncccc1C(=O)OCc1cn2cc(Cl)ccc2n1	22	-5	3	8	-22
56	CC(=O)c1cccc(N(CC(=O)N2CCOCC2)S(C)(=O)=O)c1	-8	10	3	5	2
57	O=c1[nH]cnc2c1nc(SCc1ccccc1)n2C1OC(CO)C(O)C1O (stereo not given)	8	-6	7	6	-17
58	c1c2c(cc3sc(N4CCCCC4)nc13)OCO2	18	5	5	-9	-44
59	NC(=O)COC(=O)c1ccc(S(=O)(=O)N2CCCCCC2)cc1	0	7	8	5	3
60	COc1ccc(-c2cc(C(=O)N3CCN(C(c4ccccc4)c4ccccc4)CC3)no2)cc1	3	2	5	1	4

no.	ROCK2 inh	CatB block	CatB mix inh	JNK3 inh
46	1	5	1	3
47	5	4	5	9
48	1	2	1	0
49	/	5	-1	/
50	2	5	1	2
51	0	-6	3	-3
52	-6	0	4	-2
53	0	-1	6	-4
54	6	1	1	8
55	13	0	2	10
56	7	-3	3	-9
57	4	1	4	6
58	-20	-6	5	0
59	7	-3	7	6
60	1	0	-1	0

# A second format for some results above.
(25) Cn1c(=O)c(=O)n(C)c2cc(S(=O)(=O)N3CCN(c4cccc(C(F)(F)F)c4)CC3)ccc21
  AP ELISA ortho: 8	CatS block: -3	Ec RNAP inh: 0	PKA inh: 6	RORa activator: -29	ROCK2 inh: 8	CatB block: 5	CatB mix inh: 3	JNK3 inh: -4
(7) O=C(CSc1nc(-c2ccncc2)nn1CC(=O)N1CCCCC1)NC1CCCC1
  AP ELISA ortho: 18	CatS block: -4	Ec RNAP inh: 7	PKA inh: 8	RORa activator: -3	ROCK2 inh: /	CatB block: 1	CatB mix inh: 1	JNK3 inh: /
(34) CCOc1ccc(CN2C(=O)c3ccccc3C2C(=O)NCc2cccnc2)cc1 (stereo not given)
  AP ELISA ortho: 16	CatS block: 4	Ec RNAP inh: 7	PKA inh: 4	RORa activator: -3	ROCK2 inh: 6	CatB block: 5	CatB mix inh: -8	JNK3 inh: 1
(21) O=C1C(C=NCc2ccco2)=C(O)c2ccccc21
  AP ELISA ortho: 7	CatS block: -1	Ec RNAP inh: 5	PKA inh: 7	RORa activator: 40	ROCK2 inh: 6	CatB block: 3	CatB mix inh: 2	JNK3 inh: 8

# Next part:
no.	molecule	AP ELISA ortho	CatS block	Ec RNAP inh	PKA inh	RORa activator
61	O=C(Nc1ccccc1OC(F)F)c1ccc(F)cc1	13	-1	11	5	-12
62	O=C1NCCCC1C(=O)NCCNC(=O)C(F)(F)F (stereo not given)	11	7	-1	-7	23
63	CCCC(=O)n1nc(-c2ccco2)nc1SCc1ccccc1	10	-2	12	4	17
64	COc1c2c(nc3occc13)C(CCC(C)(C)O)(OC)C(O)CC2 (stereo not given)	/	/	/	11	-21

no.	ROCK2 inh	CatB block	CatB mix inh	JNK3 inh
61	4	4	0	-9
62	2	4	2	3
63	2	6	2	3
64	6	/	/	-5

# As entered above.
# compound 62 @ RORa activator = 23
# compound 64 @ JNK3 inh = -5
# compound 61 @ JNK3 inh = -9
# compound 63 @ CatB mix inh = 2
